Compound activity as filed in PubChem BioAssay.
CHO-K1 Ca antag: nonselective inhibitor or artifact in parental CHO-K1 cells | ATP-induced calcium, Fluo-8 fluorescence | inhibition, % at 3 µM | actives 0.6% (n = 360,000) | AID 602250;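 active = inhibition above a per-plate cutoff, the plate's mean sample inhibition plus 3 SD, cut at about 24% in these data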;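 also: 0% = DMSO plus EC80 ATP and 100% = DMSO alone without ATP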
CHO-K1 Ca PAM: nonselective calcium activators in parental CHO-K1 cells, primary screen, counter-screen for M1 PAM project, cell-based, Fluo-8 calcium fluorescence, full deck, 1536-well; ATP EC20; 0% at ATP EC20, 100% at ATP max; activation, % at 3 µM; actives 0.02% (n = 360,000); AID 602247, 2012;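 active = activation above the run cutoff, the mean activation of all test compounds plus 3 SD, cut at about 40% in these data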;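 also: peak over basal fluorescence ratio in a 140 s read after ATP addition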
M4 PAM: human M4 muscarinic receptor positive allosteric modulators, primary screen, CHO-K1 cells, Fluo-8 calcium fluorescence. Muscarinic acetylcholine receptor M4 (Homo sapiens), P08173. CHO-K1 hM4/Gqi5, ACh EC20; 0% = ACh EC20, 100% = maximal ACh. activation, % at 3 µM. actives 0.4% (n = 360,000);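 active = activation above its plate's cutoff, the mean activation of sample wells plus 3 SD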; also: some results filed as inactive read as strong as hits
Target sequence (P08173 whole entry, looked up): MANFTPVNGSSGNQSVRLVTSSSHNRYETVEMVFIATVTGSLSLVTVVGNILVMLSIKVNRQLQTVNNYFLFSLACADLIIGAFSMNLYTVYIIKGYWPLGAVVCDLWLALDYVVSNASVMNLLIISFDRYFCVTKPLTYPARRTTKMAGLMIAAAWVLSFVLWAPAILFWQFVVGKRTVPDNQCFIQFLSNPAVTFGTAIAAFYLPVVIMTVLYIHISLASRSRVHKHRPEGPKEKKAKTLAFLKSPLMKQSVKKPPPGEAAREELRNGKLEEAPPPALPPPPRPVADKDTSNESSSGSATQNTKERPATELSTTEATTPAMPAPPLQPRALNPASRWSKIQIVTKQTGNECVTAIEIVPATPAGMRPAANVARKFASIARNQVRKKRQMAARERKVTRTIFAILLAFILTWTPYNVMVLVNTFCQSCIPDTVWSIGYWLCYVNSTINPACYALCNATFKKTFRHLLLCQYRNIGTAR
M5 PAM: human M5 muscarinic receptor positive allosteric modulators, primary screen, CHO-K1 cells, Fluo-8 calcium fluorescence. Muscarinic acetylcholine receptor M5 (Homo sapiens), P08912. CHO-K1 hM5, ACh EC20 PAM; 0% = ACh EC20, 100% = ACh EC100. activation, % at 3 µM. actives 0.3% (n = 360,000). AID 624038, 2012;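 active = activation above the run cutoff, the mean activation of all test compounds plus 3 SD, cut at about 18% in these data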
Target sequence (P08912 whole entry, looked up): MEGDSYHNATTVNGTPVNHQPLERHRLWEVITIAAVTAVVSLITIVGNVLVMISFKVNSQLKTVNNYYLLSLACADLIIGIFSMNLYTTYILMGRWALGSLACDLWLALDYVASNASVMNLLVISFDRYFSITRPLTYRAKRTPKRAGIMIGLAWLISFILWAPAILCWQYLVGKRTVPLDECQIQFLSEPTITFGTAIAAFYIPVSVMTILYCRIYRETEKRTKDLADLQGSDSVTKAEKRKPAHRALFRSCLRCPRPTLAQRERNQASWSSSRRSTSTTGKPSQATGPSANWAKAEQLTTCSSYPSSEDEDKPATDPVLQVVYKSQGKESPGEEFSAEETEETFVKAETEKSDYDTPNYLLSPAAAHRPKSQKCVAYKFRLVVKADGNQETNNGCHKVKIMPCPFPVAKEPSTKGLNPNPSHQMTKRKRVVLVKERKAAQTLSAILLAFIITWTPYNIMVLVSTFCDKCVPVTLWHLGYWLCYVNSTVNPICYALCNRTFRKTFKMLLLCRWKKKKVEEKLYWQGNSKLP
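Assay system: CHO-K1 hM5 cells / Incubation: Fluo-8 loading 80 min at 37 °C plus 30 min room temperature / Technique: Fluo-8 calcium dye fluorescence, kinetic read / Repeats: single replicate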
CHRM4 agonist: human M4 muscarinic receptor agonists, primary screen, CHO-K1 cells, Fluo-8 calcium fluorescence | CHO-K1 hM4/Gqi5; vehicle 0%, full acetylcholine response 100% | actives 0.14% (n = 360,000) | AID 624127, 2012 | Muscarinic acetylcholine receptor M4 (Homo sapiens), P08173 | activation, % at 3 µM;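 active = activation above the run mean over all test wells plus 3 SD, cut at about 32% in these data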;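 also: peak over basal fluorescence ratio per well then scaled between controls; 0% = DMSO wells and 100% = acetylcholine at EC100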
M5 ag: human M5 muscarinic receptor agonists, primary screen, CHO-K1 cells, Fluo-8 calcium fluorescence; Muscarinic acetylcholine receptor M5 (Homo sapiens), P08912; CHO-K1 hM5 cells; 0% DMSO wells, 100% maximal acetylcholine response; activation, % at 3 µM; actives 0.19% (n = 360,000);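 active = activation above the run's mean over test compounds plus 3 SD, cut at about 23% in these data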;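 also: signal is peak over basal fluorescence ratio across the kinetic read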
M4 antag: human M4 muscarinic receptor antagonists, primary screen, CHO cells, Fluo-8 calcium fluorescence. actives 0.73% (n = 360,000). Muscarinic acetylcholine receptor M4 (Homo sapiens), P08173. CHO-hM4 cells, ACh EC80. inhibition, % at 3 µM. AID 624125, 2012;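 active = inhibition above its plate's cutoff, the mean inhibition of sample wells plus 3 SD, cut at about 27% in these data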;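 also: 0% = acetylcholine EC80 with DMSO and 100% = DMSO without agonist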
CHRM5 antagonist: human M5 muscarinic receptor antagonists, primary screen, CHO cells, Fluo-8 calcium fluorescence | Muscarinic acetylcholine receptor M5 (Homo sapiens), P08912 | CHO-hM5 cells, ACh EC80 | inhibition, % at 3 µM | actives 0.59% (n = 360,000);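 active = inhibition above a per-plate cutoff, the mean of that plate's test compounds plus 3 SD, cut at about 27% in these data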;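 also: 0% = acetylcholine EC80 with DMSO and 100% = DMSO without agonist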
CHO-K1 Ca ag: counter-screen for M1 agonists: effect in parental CHO-K1 cells; Fluo-8 calcium fluorescence; scaled to maximal ATP response, vehicle zero; activation, % at 3 µM; actives 0.48% (n = 360,000); in the data active = activation above about 15%;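 also: untransfected CHO-K1 host cells lacking M1 receptor as counterscreen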
Starred values were filed as active, the others as inactive.

SMILES	CHO-K1 Ca antag	CHO-K1 Ca PAM	M4 PAM	M5 PAM	CHRM4 agonist	M5 ag	M4 antag	CHRM5 antagonist	CHO-K1 Ca ag
CC1(C)COC(c2cc3c(cc2Br)OCO3)OC1	-3	-12	1	0	0	3	-13	-2	0.0
O=C(C1=C[C@@H](c2ccc(Br)cc2)C[C@@H](OCc2ccc(CO)cc2)O1)N1CCN(Cc2ccccc2)CC1	-6	6	-4	-5	6	1	19	12	0.6
C=CCn1c(=O)n(C)c2c(=O)n(C)c(=O)n(C)c21	0	-8	17	10	2	0	-6	2	-0.5
O=S(=O)(NC1c2cccc3cccc(c23)C1Sc1ncccn1)c1ccccc1 (stereo unspecified)	-4	9	-6	-9	4	-2	0	-3	0.9
Cc1cccc(C(=O)NC(=S)N2CCN(C)CC2)c1	-18	7	2	1	0	-2	-4	-1	0.3
CCc1cc2c(=O)c(Oc3ccccc3F)c(C)oc2c(CN(C)C)c1O	-1	1	3	2	-1	-3	8	2	0.3
COC(=O)c1c(C(=O)OC)c(-c2ccc(C)cc2)n2c1CCC2	-15	6	7	0	-2	0	6	5	-1.1
O=C(CC[C@H]1O[C@@H](n2cnc3c(NC(=O)c4ccccc4)ncnc32)[C@H](O)[C@@H]1O)NCC1CCN(Cc2ccccc2)CC1	24*	0	-1	-7	0	1	-10	9	1.3
CS(=O)(=O)Nc1ccc(C2=NN(C(=O)CCCC(=O)O)C(c3cccs3)C2)cc1 (stereo unspecified)	-4	-2	-3	-2	1	2	9	1	0.1
COc1ccc(CCNc2ccc(C(CC(N)=O)NC(=O)Cc3cccc4ccccc34)cc2[N+](=O)[O-])cc1 (stereo unspecified)	-12	10	7	-2	1	-4	5	20	0.0
O=C(CSc1nnnn1-c1cccc2c1CCCC2)N1CCOCC1	-9	13	2	-5	3	10	-5	-5	1.7
Cc1nn(Cc2ccccc2)c(C)c1CCC(=O)O	-1	-2	-1	-6	0	0	5	2	0.2

Entries listed so far that contain an aryl thioether with sulfur outside any ring:
SMILES	CHO-K1 Ca antag	CHO-K1 Ca PAM	M4 PAM	M5 PAM	CHRM4 agonist	M5 ag	M4 antag	CHRM5 antagonist	CHO-K1 Ca ag
O=S(=O)(NC1c2cccc3cccc(c23)C1Sc1ncccn1)c1ccccc1 (stereo unspecified)	-4	9	-6	-9	4	-2	0	-3	0.9
O=C(CSc1nnnn1-c1cccc2c1CCCC2)N1CCOCC1	-9	13	2	-5	3	10	-5	-5	1.7

(listing goes on)
SMILES	CHO-K1 Ca antag	CHO-K1 Ca PAM	M4 PAM	M5 PAM	CHRM4 agonist	M5 ag	M4 antag	CHRM5 antagonist	CHO-K1 Ca ag
O=C(NNC(=O)C1CCCO1)c1ccc(F)cc1 (stereo unspecified)	-8	15	3	0	1	-2	-2	-8	-0.1
COc1cccc(NC(=O)COC(=O)Cc2ccc(Br)cc2)c1	-17	15	-5	2	0	0	0	8	1.8
Cc1oc(S(=O)(=O)N2CCOCC2)cc1C(=O)Nc1ccc(F)cc1	-2	17	-13	-5	5	-2	2	7	3.1
O=C(N/N=C/c1ccccc1O)C1(O)c2ccccc2-c2ccccc21	4	1	5	-5	4	1	7	5	0.9
CC(=O)OCC1OC(OCc2cn(C[C@H]3CC[C@@H]([C@@H]4CC[C@H](Cn5cc(COC6OC(COC(C)=O)C(OC(C)=O)C(OC(C)=O)C6OC(C)=O)nn5)O4)O3)nn2)C(OC(C)=O)C(OC(C)=O)C1OC(C)=O (stereo partly specified)	-8	14	12	2	0	2	6	9	-0.4
COC(=O)c1ccccc1NC(=O)CN1C(=O)c2ccccc2C1=O	-5	7	2	2	0	0	3	-2	0.1
O=C(O)C(C=C(Cl)Cl)N1CCOCC1 (stereo unspecified)	-16	24	7	7	2	5	4	5	0.4
COc1ccc(NS(=O)(=O)c2cccc(C(=O)NNC(=O)COc3ccccc3)c2)cc1	-7	10	4	-7	6	4	-24	5	0.4
CC(=O)Nc1cccc(NC(=O)CSc2nc(C)c(C)c(C)c2C#N)c1	0	8	-3	-4	5	-1	0	10	1.5
CSCCC(Nc1nc2ccccc2s1)C(=O)O (stereo unspecified)	4	13	5	-5	1	-2	11	-1	0.1
Nc1c(N=O)c(=O)[nH]c(=O)n1-c1ccccc1	3	6	-12	-12	12	1	-4	9	5.5
COc1ccc(S(=O)(=O)N2CC(C(=O)O)Oc3ccccc32)cc1 (stereo unspecified)	-2	9	2	-2	0	-7	5	0	0.4
CCOC(=O)C(C)Sc1nnc(NC(=O)c2ccc3c(c2)OCO3)s1 (stereo unspecified)	1	2	-3	0	2	-1	1	5	1.5
Cn1c(=O)[nH]c(=O)c2[nH]c(NCCCN3CCOCC3)nc21	-4	5	-4	-6	1	0	-5	2	0.2
O=C(COc1cccnc1[N+](=O)[O-])NCCc1ccc(F)cc1	-8	-3	2	-2	2	-2	0	7	0.4
COc1ccc(C(=O)N2CCN(CC(=O)N3CCOCC3)CC2)cc1	-6	10	0	-3	1	0	-5	-1	0.3
c1ccc(-c2csc3ncnc(NCC4COc5ccccc5O4)c23)cc1 (stereo unspecified)	23	17	-10	-16	5	-4	38*	38*	4.4
Cc1csc(NC(=O)CSc2nsc(SCC(=O)Nc3nc(C)cs3)c2C#N)n1	-19	20	-6	-22	17	5	14	14	8.1
CCOC(=O)C1(O)CC(C)=NN1C(=O)c1cccc(Cl)c1 (stereo unspecified)	-10	26	6	-5	1	-2	-8	3	0.4
Cc1sc2nc(SCC(=O)NCCO)n(C)c(=O)c2c1C	-4	14	6	-1	0	2	-6	-2	-0.1
Cc1cccc2c1cnn2C(=O)Nc1cc(F)ccc1F	-9	11	-3	1	0	0	8	2	1.4
COc1cc(NC(=O)C2=CC(c3cccs3)=NS(=O)(=O)N2C)cc(OC)c1OC	3	-8	-11	-1	1	6	17	-2	0.2
COc1ccc(Cl)cc1NC(=O)C/C(C)=N/NC(=O)c1ccccc1[N+](=O)[O-]	-5	7	-6	-2	0	0	12	2	0.4
O=C(CN1C(=O)/C(=C\c2cccc(Br)c2)Oc2ccccc21)NCCCN1CCOCC1	-9	17	2	-6	8	-7	-3	5	5.4

One compound at a time (already shown). Order of values: CHO-K1 Ca antag, CHO-K1 Ca PAM, M4 PAM, M5 PAM, CHRM4 agonist, M5 ag, M4 antag, CHRM5 antagonist, CHO-K1 Ca ag
Entry for `Cn1c(=O)[nH]c(=O)c2[nH]c(NCCCN3CCOCC3)nc21` → -4, 5, -4, -6, 1, 0, -5, 2, 0.2
Entry for `CCOC(=O)C(C)Sc1nnc(NC(=O)c2ccc3c(c2)OCO3)s1` (stereo unspecified) → 1, 2, -3, 0, 2, -1, 1, 5, 1.5
Entry for `Cc1sc2nc(SCC(=O)NCCO)n(C)c(=O)c2c1C` → -4, 14, 6, -1, 0, 2, -6, -2, -0.1
Entry for `O=C(CN1C(=O)/C(=C\c2cccc(Br)c2)Oc2ccccc21)NCCCN1CCOCC1` → -9, 17, 2, -6, 8, -7, -3, 5, 5.4

Remaining list, next part:
SMILES	CHO-K1 Ca antag	CHO-K1 Ca PAM	M4 PAM	M5 PAM	CHRM4 agonist	M5 ag	M4 antag	CHRM5 antagonist	CHO-K1 Ca ag
CC(C)C(C=Cc1ccccc1)=NNS(=O)(=O)c1ccccc1	1	-2	18	7	-1	1	-8	-12	-0.4
CCCCOC(=O)c1ccc(NC(=S)NC(=O)c2c(Cl)cnn2CC)cc1	3	12	1	3	0	-1	-8	-2	0.7
Cc1ccc(N2C(=O)c3ccccc3C2(O)c2ncc[nH]2)cc1 (stereo unspecified)	-11	17	12	5	1	2	18	-3	0.5
O=C(NC12CC3CC(CC(C3)C1)C2)c1ccc(=O)oc1	-5	11	5	3	1	-1	0	-4	0.3
O=C(C/C=N/OCc1c(Cl)cccc1Cl)c1cnc(-c2ccccc2)s1	-14	12	-1	-3	0	-3	1	-8	-0.3
O=C1CN(c2nc(-c3cccnc3)nc3scc(-c4ccccc4)c23)CCN1	-10	9	4	4	4	2	-22	6	1.3
Cc1ccc(SCC(=O)c2cc(C)c(O)c(C)c2)cc1	-12	15	-9	-7	3	-6	11	-4	-0.7
COC(=O)CC(NS(=O)(=O)c1cccs1)c1ccc2c(c1)OCO2 (stereo unspecified)	11	-24	0	-2	1	-3	9	1	0.4
COc1ccc(-c2nc3cnccn3c2NC(C)(C)CC(C)(C)C)cc1O	-8	-12	-15	-9	8	-1	2	11	4.1
O=C1C(=O)N(Cc2cccnc2)C(c2cccc([N+](=O)[O-])c2)/C1=C(/O)c1ccc2c(c1)OCO2 (stereo unspecified)	-8	16	-1	-2	1	-6	-6	16	0.6
O=C1Nc2ccccc2N(C(=O)c2c(F)cccc2F)C1c1nc2ccccc2[nH]1 (stereo unspecified)	-9	7	8	-3	3	0	-12	-10	0.9
O=C1CC2(CCN(C(=O)c3cccc(Cl)c3)CC2)Oc2ccccc21	-10	13	2	-5	12	2	-12	5	1.5
CCOc1ccc(CN2CCNC(=O)C2CC(=O)NCCC2=CCCCC2)cc1 (stereo unspecified)	12	-11	10	8	1	-2	-13	-3	-0.1
O=C(c1cnn2c(C(F)F)cc(-c3ccccc3)nc12)N1CCN(Cc2ccc3c(c2)OCO3)CC1	0	-8	-7	3	9	-3	2	-7	2.6
CSc1ncccc1C(=O)Nc1cccc(S(=O)(=O)N2CCCC2)c1	4	-9	2	7	0	-1	-7	-2	0.5
COc1ccc(NC2CCCN(C(=O)c3ccc(C(C)=O)s3)C2)cc1 (stereo unspecified)	-14	17	12	5	0	-5	-19	-3	0.2
O=C(CN(Cc1ccc(F)cc1)C(=O)CNS(=O)(=O)c1ccc(F)cc1)NCc1ccco1	5	8	-2	0	2	-1	4	2	0.7
CSCC(=O)N1CCCC(CO)(CCCc2ccccc2)C1 (stereo unspecified)	5	-4	0	-2	1	-10	7	12	0.5

Reformatted: two of the compounds above
Each structure is followed by: CHO-K1 Ca antag, CHO-K1 Ca PAM, M4 PAM, M5 PAM, CHRM4 agonist, M5 ag, M4 antag, CHRM5 antagonist, CHO-K1 Ca ag
> C=CCn1c(=O)n(C)c2c(=O)n(C)c(=O)n(C)c21
  0, -8, 17, 10, 2, 0, -6, 2, -0.5
> O=S(=O)(NC1c2cccc3cccc(c23)C1Sc1ncccn1)c1ccccc1 (stereo unspecified)
  -4, 9, -6, -9, 4, -2, 0, -3, 0.9
